# Compound activity: PubChem, The Scripps Research Institute Molecular Screening Center
# CHRM1 antagonist: human M1 muscarinic receptor antagonists, primary screen, CHO-K1 cells, Fluo-8 calcium fluorescence, 1536-well | AID 588852, 2011 | Muscarinic acetylcholine receptor M1 (Homo sapiens), P11229 | 1.3% of 360,000 active | inhibition, % at 3 µM | CHO-K1 hM1, ACh EC80 antagonist;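 active = percent inhibition above its own plate's cutoff, namely the mean of that plate's compound wells plus 3 SD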;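 also: peak over basal fluorescence ratio during 140 s after agonist addition; 0% = ACh EC80 plus DMSO and 100% = DMSO alone without agonist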
# Target sequence (P11229 whole entry, looked up): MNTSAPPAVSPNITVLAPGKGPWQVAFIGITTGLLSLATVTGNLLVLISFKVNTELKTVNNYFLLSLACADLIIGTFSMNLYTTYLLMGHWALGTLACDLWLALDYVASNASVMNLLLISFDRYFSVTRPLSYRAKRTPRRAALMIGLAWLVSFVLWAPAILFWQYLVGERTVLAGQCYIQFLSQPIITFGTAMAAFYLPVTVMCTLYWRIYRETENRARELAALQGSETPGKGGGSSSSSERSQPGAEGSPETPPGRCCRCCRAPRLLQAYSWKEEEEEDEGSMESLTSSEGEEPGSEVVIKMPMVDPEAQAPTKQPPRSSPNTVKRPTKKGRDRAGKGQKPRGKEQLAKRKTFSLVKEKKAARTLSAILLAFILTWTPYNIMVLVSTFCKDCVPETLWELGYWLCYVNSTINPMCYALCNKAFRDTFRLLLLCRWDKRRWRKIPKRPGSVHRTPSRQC
# M1 ag parental: counter-screen for M1 agonists: effect in parental CHO-K1 cells. Fluo-8 calcium fluorescence; scaled to maximal ATP response, vehicle zero. activation, % at 3 µM. 0.48% of 360,000 active; in the data active = activation above about 15%;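 also: untransfected CHO-K1 host cells lacking M1 receptor as counterscreen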
# CHRM1 agonist: human M1 muscarinic receptor agonists, primary screen, Fluo-8 calcium fluorescence, CHO-K1 cells, HTS; 0.33% of 360,000 active; CHO-K1 hM1, agonist mode; 0% DMSO, 100% acetylcholine EC100; activation, % at 3 µM; Muscarinic acetylcholine receptor M1 (Homo sapiens), P11229; AID 588814, 2011;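 active = activation above the run's mean compound activation plus 3 SD, cut at about 16% in these data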;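 also: peak over basal fluorescence ratio within a 140 s kinetic read after compound addition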
# M1 PAM: human M1 muscarinic receptor positive allosteric modulators, primary screen, CHO-K1 cells, Fluo-8 calcium fluorescence, 1536-well. Muscarinic acetylcholine receptor M1 (Homo sapiens), P11229. AID 588819, 2011. activation, % at 3 µM. 0.088% of 360,000 active. CHO-K1 hM1, ACh EC20; 0% = ACh EC20, 100% = maximal ACh; in the data active = activation above about 19%, passing the limit was not always enough
# TAAR1 antagonist: human TAAR1 antagonists, primary screen, Fluo-8 calcium fluorescence, CHO RD-HGA16 cells; Trace amine-associated receptor 1 (Homo sapiens), Q96RJ0; antagonist; inhibition, % at 3 µM; 1.5% of 360,000 active;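 active = inhibition above a per-plate cutoff, the mean inhibition of test compounds on that plate plus 3 SD, cut at about 49% in these data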;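 also: 0% = DMSO plus EC80 beta-PEA response and 100% = DMSO alone without agonist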
# Target sequence (Q96RJ0 whole entry, looked up): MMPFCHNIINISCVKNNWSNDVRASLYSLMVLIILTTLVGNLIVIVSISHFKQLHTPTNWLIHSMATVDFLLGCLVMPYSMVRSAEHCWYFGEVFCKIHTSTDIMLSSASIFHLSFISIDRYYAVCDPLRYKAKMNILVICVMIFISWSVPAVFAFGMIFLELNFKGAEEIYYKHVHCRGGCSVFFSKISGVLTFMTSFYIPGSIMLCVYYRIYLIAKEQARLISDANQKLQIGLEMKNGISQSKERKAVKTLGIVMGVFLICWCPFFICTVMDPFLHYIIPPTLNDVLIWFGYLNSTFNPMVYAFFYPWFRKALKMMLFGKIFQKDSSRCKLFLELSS
#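 Test system: hTAAR1-expressing CHO RD-HGA16 cells, Gα16-coupled; Probe or stimulus: EC80 β-phenethylamine stimulus; Compound dosing: single nominal final test compound concentration of 3 µM; Timing: 140 s kinetic read after compound, 140 s after agonist; Signal: Fluo-8 calcium-sensitive fluorescence; Measure: % inhibition of agonist calcium response; Controls: DMSO and EC80 PEA controls.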
# CHO-K1 Ca antag: nonselective inhibitor or artifact in parental CHO-K1 cells; inhibition, % at 3 µM; 0.6% of 360,000 active; ATP-induced calcium, Fluo-8 fluorescence;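 active = inhibition above a per-plate cutoff, the plate's mean sample inhibition plus 3 SD, cut at about 24% in these data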;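 also: 0% = DMSO plus EC80 ATP and 100% = DMSO alone without ATP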
# CHO parental Ca: ATP-evoked calcium signal inhibitors, parental CHO, primary screen, counter-screen for OX1R antagonist project, cell-based, fluorescence, Fluo-8 calcium dye | 0.63% of 330,000 active | parental CHO-K1, ATP-induced calcium, Fluo-8 fluorescence | inhibition, % at 5.6 µM;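 active = inhibition above that plate's mean sample inhibition plus 3 SD, cut at about 26% in these data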;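 also: 0% = ATP-challenged DMSO wells and 100% = DMSO wells without ATP; some compounds past the cut are filed as inactive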
#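 Material – parental CHO cells · Reagent – ATP stimulus · Compound – single nominal dose of 5.6 µM per compound · Detection – Fluo-8 fluorescence · Read-out basis – percent inhibition of calcium signal · Controls – ATP-challenged DMSO wells low, unchallenged DMSO wells high · Repeats – no replicates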
# CHO-K1 Ca PAM: nonselective calcium activators in parental CHO-K1 cells, primary screen, counter-screen for M1 PAM project, cell-based, Fluo-8 calcium fluorescence, full deck, 1536-well. ATP EC20; 0% at ATP EC20, 100% at ATP max. activation, % at 3 µM. 0.02% of 360,000 active;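 active = activation above the run cutoff, the mean activation of all test compounds plus 3 SD, cut at about 40% in these data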;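 also: peak over basal fluorescence ratio in a 140 s read after ATP addition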
# TAAR1 agonist: human TAAR1 agonists, primary screen, Fluo-8 calcium fluorescence, CHO RD-HGA16 cells; Trace amine-associated receptor 1 (Homo sapiens), Q96RJ0; vehicle wells 0%, saturating PEA agonist 100%; activation, % at 3 µM; 0.99% of 360,000 active; AID 624467, 2012;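 active = activation above the mean activation of all test compounds in the run plus 3 SD, cut at about 38% in these data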
#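 Test system: RD-HGA16 (CHO) cells co-expressing Gα16 and hTAAR1 / Benchmarks: DMSO vehicle as 0%, PEA at EC100 as 100% / Repeats: no replicates (n 1) / Measure: % activation from peak over basal fluorescence ratio, DMSO-to-PEA scaled / Timing: 17-24 h plating, Fluo-8 75 min 37 °C, 30 min RT / Technique: kinetic Fluo-8 calcium fluorescence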
# * = called active by the depositor; nt = no result given.
structure	CHRM1 antagonist	M1 ag parental	CHRM1 agonist	M1 PAM	TAAR1 antagonist	CHO-K1 Ca antag	CHO parental Ca	CHO-K1 Ca PAM	TAAR1 agonist
O=C(O)CCCC(=O)NCCCc1ccccc1	-5	0.8	-1	7	-4	-6	-11	12	2
CC(=O)c1cccc(NC(=O)N2CCCC2C(=O)Nc2cc(C)ccc2C)c1 (stereo not given)	-6	0.9	-2	3	4	-10	-4	7	6
O=C(COC(=O)COc1ccc(Br)cc1)NCc1ccc2c(c1)OCO2	-24	0.9	1	9	-10	-10	-12	10	3
CC1(C)Cc2cccc(OC(=O)NC3CCCCC3)c2O1	nt	1.9	nt	nt	-1	-9	nt	11	15
CCN(CC)S(=O)(=O)c1ccc(N2CCCC2)c(NC(=O)c2ccc([N+](=O)[O-])o2)c1	2	0.3	-3	1	-12	-4	-18	-4	1
CC(=O)NC1(c2ccccc2)CCN(Cc2nnnn2C(C)(C)C)CC1	4	0.4	1	4	-6	-7	1	17	13
O=C1CSC(c2cccnc2)N1c1ccc(Cl)cc1 (stereo not given)	14	0.7	-8	-2	-12	6	-4	-3	5
CC(OC(=O)c1nn(C)c(=O)c2ccccc12)C(=O)NC1CCCCC1C (stereo not given)	0	1.2	-2	3	-1	-7	-4	4	2
COC(=O)c1ccc(Oc2cc(C)nc(SC)n2)cc1	-1	-0.3	0	7	-23	-6	-15	-1	16
CC(NC(=O)C(NS(=O)(=O)c1cccs1)C(C)C)c1ccc(S(N)(=O)=O)cc1 (stereo not given)	-5	0.4	-4	3	-4	-17	-5	13	-1
NC(=O)c1ccc(NC(=O)C2CC2)cc1	4	-0.3	-5	2	-4	-1	7	3	3
CC1CCN(C(C)C(=O)Nc2ccc(S(=O)(=O)N3CCCC3)cc2)CC1 (stereo not given)	101*	-0.2	-9	-30	-17	1	-12	-16	13
CCOC(=O)[C@@H]1C(c2c(OC)cc(OC)cc2OC)=NO[C@@H]1C(=O)OCC	-6	2.0	-3	11	-4	-7	-10	25	-1
O=C(NCCCCc1ccccc1)c1ccc(F)cc1	-19	1.4	-2	15	5	-8	-2	10	3
COc1ccc(OC(=O)COc2ccccc2C)cc1	-7	1.4	-7	-1	-19	-4	-10	13	0
CNC(=O)c1cc2cc(Cc3ccccc3Cl)ccc2oc1=O	13	0.4	-3	-5	25	0	-6	2	3
Cc1ccc(S(=O)(=O)NCc2cccnc2)cc1C(=O)NC1CCCCC1	-10	1.0	-5	4	-9	-6	-27	7	2
CN(CCc1ccccn1)C(=O)CN(C)S(=O)(=O)c1ccc2c(c1)c(=O)n(C)c(=O)n2C	-5	-0.6	-1	9	0	16	-5	-5	12
Cc1ccc(-n2ncc3c(=O)[nH]c(SCC(=O)N4CCCC4)nc32)cc1C	-4	0.7	2	6	-22	-1	-12	18	4
O=C(NC(=S)Nc1cccc(NC(=S)NC(=O)c2ccco2)n1)c1ccco1	2	0.5	1	2	0	-11	-4	4	3
Cc1cc2c(N3CCCCC3C)ncnc2s1 (stereo not given)	0	6.8	-1	-3	2	-5	-6	-5	15
Cc1cccn2c(=O)c(/C=C(\C#N)C(N)=O)c(N3CCN(Cc4ccc5c(c4)OCO5)CC3)nc12	70*	0.7	-8	-27	16	10	-25	-2	4
CCN(CC)c1ccc(/C=C(\C#N)c2ccccn2)cc1	10	0.6	-6	-13	nt	26*	-7	-16	nt
CCOC1OC(=O)C(Cl)=C1Nc1ccc(C)cc1C (stereo not given)	-5	0.3	-7	6	3	4	-3	8	-1
CNC[C@@H]1Oc2ccc(NC(=O)Nc3ccccc3)cc2C(=O)N([C@@H](C)CO)C[C@H]1C	1	0.8	-6	3	7	-10	-4	30	4
Cc1cs/c(=N\N=C\c2ccccc2)n1Cc1ccco1	6	0.6	-4	-6	0	11	-3	-3	3
CC(C)CCN1C(=O)c2ccc(C(=O)OCn3nnc4ccccc4c3=O)cc2C1=O	-6	0.3	-2	8	17	5	-19	22	1
CCC(=O)N1CCN(c2ccc(Cl)cc2NC(=O)Cc2ccc(Cl)cc2)CC1	5	-0.2	-7	-2	1	-9	-14	-4	11
Cc1nc(N2CCN(c3ccccc3)CC2)[nH]c(=O)c1CCC(C)C	-9	-0.6	-3	13	22	1	-17	1	1
CN1CC(c2ccc(C#N)cc2)C2(COc3ccccc3C2=O)C12C(=O)Nc1ccccc12 (stereo not given)	-4	1.0	-7	-2	3	-5	-20	20	5

# Next section
structure	CHRM1 antagonist	M1 ag parental	CHRM1 agonist	M1 PAM	TAAR1 antagonist	CHO-K1 Ca antag	CHO parental Ca	CHO-K1 Ca PAM	TAAR1 agonist
CCCCn1c(N)c(N(CCOC)C(=O)c2ccc(COc3ccccc3)o2)c(=O)[nH]c1=O	-13	2.1	-4	12	-22	-13	-2	19	-1
CC(C)N(Cc1c(O)ccc2c(=O)c(-c3ccc(Cl)cc3)coc12)C(C)C	25	0.3	-1	-10	2	2	-10	-12	-1
CCCNC(=S)N1CCN(CC)CC1	4	-0.1	-8	-2	-11	10	-1	-9	3
CC(OC(=O)C1CC(=O)N(Cc2ccco2)C1)C(=O)Nc1ccccc1[N+](=O)[O-] (stereo not given)	-6	-0.1	-1	7	1	-14	-4	17	5
Cc1ccc(-c2nnn(CC(=O)N(CC3CCCO3)C(C(=O)NC3CCCCC3)c3ccc(F)cc3)n2)o1 (stereo not given)	-8	0.1	-4	4	-8	-18	-24	21	8
CC(=O)N1N=C(c2ccccc2)CC1c1ccc(F)cc1 (stereo not given)	11	1.0	-4	-2	-14	8	-7	-8	4
COc1ccc(CCNC(=O)CNCCc2ccc(F)cc2)cc1	-8	7.4	-3	10	-10	-8	-5	8	35
Cc1c(NC(=O)/C(C#N)=C/c2ccc(-c3ccccc3Cl)o2)c(=O)n(-c2ccccc2)n1C	-3	2.5	-7	3	-3	1	-35	13	1
O=C(/C=C\c1ccc2c(c1)OCO2)NC1(C(=O)Nc2ccc3c(c2)OCCO3)CCCCC1	8	4.2	-4	-1	-6	0	-9	12	6
Cn1c(CNc2cccc(Cl)c2)nnc1SCC(=O)OC1CCCCC1	-13	3.0	-1	5	-6	-4	4	14	15
Cc1nn(CCOc2ccccc2)c(=O)n1-c1ccc(F)cc1	-8	0.2	-4	3	-10	-7	4	6	3
CC(O)(c1cccc(F)c1)c1nc(-c2ccc(Cl)cc2)cs1 (stereo not given)	-9	1.0	-2	8	5	-5	nt	21	1
CCCCCC(=O)N/N=C(\C)c1ccccn1	-9	1.5	-7	10	1	-17	-4	28	11
COc1ccc(-c2cc(C(=O)N3CCOCC3)c3cc(C)ccc3n2)cc1	13	2.6	3	-2	40	7	-10	-1	16
Cc1ccc2nc(Cl)c(/C=N/Nc3nc(C)cc(C)n3)c(=O)n2c1	-6	0.5	-3	8	0	2	-4	-5	-1
CCC(=O)c1ccc(OCC(O)CN2CC(C)OC(C)C2)cc1 (stereo not given)	0	-0.4	-4	4	-8	4	6	-2	6
CCOC(=O)C1CCCN(C(=O)c2cccc(S(=O)(=O)N(Cc3ccccc3)c3ccccc3OC)c2)C1 (stereo not given)	8	-0.4	-6	-6	-1	3	-16	-13	0
O=C1N[C@H](Cc2ccccc2)COC(=O)[C@H](Cc2ccc(F)cc2)C/C=C\C[C@H]1CC(=O)N(CCO)Cc1ccccc1	-7	0.2	-4	9	23	-16	-19	16	13
CN(Cc1cnccn1)Cc1nc(Cc2ccccc2F)no1	-10	0.5	-2	8	7	-9	-8	17	5
NS(=O)(=O)c1cccc(NC(=O)CN2C(=O)C(=O)N(Cc3ccccc3)C2=O)c1	6	0.5	-1	-3	-14	2	-15	7	2
O=C(CN1CCN(c2ccccc2)CC1)Nc1ccc(-n2cnnn2)cc1	-3	0.3	-5	-3	11	-16	8	12	9
Cc1ccc(C)c(N2CCN(S(=O)(=O)c3cn(C)cn3)CC2)c1	-3	1.5	0	1	-16	-17	-2	1	2
COc1cccc(CNC(=O)C(=O)NCC2CCCN2S(=O)(=O)c2cc(C)ccc2C)c1 (stereo not given)	-4	1.8	-5	5	4	-6	-13	-1	0
COCCn1c(SCC(=O)Nc2ccc(C)cc2)nc2c(oc3ccccc32)c1=O	-5	0.0	-6	-1	1	-12	-17	16	1
NC(=O)c1ncn([C@@H]2O[C@H](CNC(=O)[C@@H](N)Cc3cccnc3)[C@@H](O)[C@H]2O)n1	-2	0.2	-4	1	-12	1	nt	6	2
O=c1oc(-c2ccc([N+](=O)[O-])cc2)nc2ccc(O)cc12	1	6.1	-6	9	17	7	7	9	4
CCC(C)C(NC(=O)C1CCC(C)CC1)C(=O)Nc1cc(OC)ccc1OC (stereo not given)	4	0.2	-6	1	6	-8	-22	16	-2
CCOc1ccccc1NC(=O)c1ccc(S(=O)(=O)N(C)C)cc1	-3	1.1	-5	8	7	5	-4	10	4
Cc1ccc(-n2c(SCC(=O)NC3CCS(=O)(=O)C3)nc3ccccc3c2=O)cc1 (stereo not given)	-6	0.1	-3	6	15	6	-2	3	6
Cc1cc(C)nc(Nc2ccc(Cl)cc2C)n1	-26	-0.4	-4	9	5	-1	nt	14	-1

# More compounds follow:
structure	CHRM1 antagonist	M1 ag parental	CHRM1 agonist	M1 PAM	TAAR1 antagonist	CHO-K1 Ca antag	CHO parental Ca	CHO-K1 Ca PAM	TAAR1 agonist
Cc1ccc(S(=O)(=O)N/N=C\c2cn(CC(N)=O)c3ccccc23)cc1	-11	0.4	-1	11	-8	-2	-2	-1	4
COc1ccccc1CNC(=O)CSc1ccc(-c2ccccn2)nn1	-8	-0.1	-5	4	-19	-4	-17	15	-1
C=CCn1cccc(C(=O)Nc2ccc(C)c(Cl)c2)c1=O	4	-0.4	-3	-1	11	0	nt	-9	-1
Cc1noc(C)c1COC(=O)Cc1ccc(Br)cc1	2	0.3	-6	2	1	-12	-10	16	1
O=C(CCCn1c(=O)[nH]c2ccsc2c1=O)N1CCN(Cc2ccc3c(c2)OCO3)CC1	-1	0.3	-6	2	4	-4	-14	6	-1
O=C1C=C(c2ccc(C(=O)O)cc2)C[C@@H](c2ccc(Cl)cc2)C1	0	0.8	0	4	1	-15	0	-5	17
